IMPase Li inh – membrane-permeable IMPase blocker, potentiated with lithium; Potency, µM (top dose mostly 59.4 µM), inactives show top-dose activity, negative = IMPase inhibition, hits mostly inhibitors; hit rate 0.35% among 210,000; CHO-M1 cells, IP1 TR-FRET (IP-One), carbachol + lithium;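 further: IP1 builds up when IMPase is blocked and the TR-FRET signal falls; potency means the concentration at half of the fitted maximal effect; plate controls were basal vehicle for no effect and high inhibitor control for full effect; nearly all actives have a fitted effect of over 50% in size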
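CHO-M1, 2000 cells/well, 16–30 h culture; cpd + low Li+, 30 min 37C; lysis with d2-IP1/Eu-anti-IP1 Ab, 10 min RT; TR-FRET 665/620 ratio and 620 channel; AC50 via Hill.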
LMNA splice mod – LMNA splicing modulation; HeLa LMNA splicing GFP/RFP minigene ratio, 48 h; Potency, µM (titrated, usually from 46.1 µM), inactives show top-dose ratio change, negative = inhibition, most hits filed as inhibitors; hit rate 0.01% among 200,000; active means well fitted inhibition curve with a large enough effect in the signal ratio, with a control signal flat, not every such curve was filed as active; inconclusive means small, poorly fitted or top-dose-only effect, or effect the other way, or a change in a side signal; the % refers to the signal ratio; further: potency means the concentration at half of the fitted maximal effect; on the % scale 0 is the no-effect control and ±100 the full control effect
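S3 HeLa cells stably expressing lamin A-EGFP splicing minigene plus DsRed2, 600 cells/well, 48 h compound exposure at 37C. Laser-scanning cytometry; analysed as GFP (500-530 nm)/RFP (575-640 nm) total intensity ratio; 0.5% DMSO vehicle.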
CBFb-RUNX1 inh – blocks binding between human CBF-beta and RUNX1; AlphaScreen CBFb-His/RUNX1-biotin binding, biochemical; Potency, µM (series often up to 59.8 µM), inactives show at the top dose activity, negative = inhibition, hits mostly inhibitors; 230,000 tested, under 10 active; further: % of control where 0% means no effect
Target sequence (Q01196 whole entry, looked up): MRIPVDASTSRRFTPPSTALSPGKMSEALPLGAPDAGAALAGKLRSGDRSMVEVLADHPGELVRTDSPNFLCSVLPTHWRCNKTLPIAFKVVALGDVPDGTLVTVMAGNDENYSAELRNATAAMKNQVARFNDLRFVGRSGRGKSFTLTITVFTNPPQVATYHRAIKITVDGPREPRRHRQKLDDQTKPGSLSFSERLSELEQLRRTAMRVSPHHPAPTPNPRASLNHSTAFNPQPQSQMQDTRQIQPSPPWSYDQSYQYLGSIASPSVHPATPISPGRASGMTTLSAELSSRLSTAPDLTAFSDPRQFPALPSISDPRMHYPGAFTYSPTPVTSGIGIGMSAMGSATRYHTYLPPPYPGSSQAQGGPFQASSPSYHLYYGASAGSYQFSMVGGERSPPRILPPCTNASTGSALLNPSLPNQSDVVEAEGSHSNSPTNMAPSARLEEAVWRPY
Target sequence (Q13951 whole entry, looked up): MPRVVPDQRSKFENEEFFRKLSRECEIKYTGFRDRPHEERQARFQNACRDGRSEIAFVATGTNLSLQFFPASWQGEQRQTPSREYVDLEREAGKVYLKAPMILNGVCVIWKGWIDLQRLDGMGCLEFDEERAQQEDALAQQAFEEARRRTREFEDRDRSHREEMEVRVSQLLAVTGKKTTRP
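Room-temperature protein-protein interaction test with 30 nM each of His-tagged CBF-beta and biotinylated RUNX1, 15 min with compound, then 90 min with nickel plus streptavidin beads. Signal read in AlphaScreen mode.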
Epigenetic derep – epigenetic control regulation, reporter derepression; murine LDR cells, GFP reporter derepression, 30 h; hit rate 0.2% among 280,000; AID 1865; Potency, µM (titrated, usually from 53.9 µM), for inactives: at the top dose GFP activation, most hits filed as activators; further: potency means the concentration at half of the fitted maximal effect; % of control where 0% means no effect; nearly all actives have a fitted effect of over 60% in size
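In this reporter-derepression format, murine cells bearing a silenced integrated CMV-GFP locus incubate with test compound (30 h, 37 C), then are washed and imaged; fluorescent objects of 20–120 um count as induced cells.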
NPSR antag – antagonists of human neuropeptide S receptor cAMP signaling | Potency, µM (series often up to 38.3 µM), inactives show top-dose activity change, negative = inhibition, hits mostly inhibitors | Q6W5P4 | hit rate 1% among 220,000 | CHO-NPSR cells, cAMP TR-FRET, antagonist mode; further: potency means the concentration at half of the fitted maximal effect; on the % scale 0 is the no-effect control and ±100 the full control effect; nearly all actives have a fitted effect of over 50% in size; many of its hits are not listed in these tables
aGal spleen mod – inhibits or activates alpha-galactosidase in human spleen homogenate. P06280. human spleen homogenate, 4MU-alpha-Gal fluorescence, 40 min. Potency, µM (series often up to 80 µM), for inactives: at the highest dose activity change, negative = inhibition, hits mostly inhibitors. hit rate 0.008% among 240,000. AID 2107;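 further: potency means the concentration at half of the fitted maximal effect; 0% = enzyme with vehicle and -100% = no enzyme basal signal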
Target sequence (P06280 32-429 limits assumed): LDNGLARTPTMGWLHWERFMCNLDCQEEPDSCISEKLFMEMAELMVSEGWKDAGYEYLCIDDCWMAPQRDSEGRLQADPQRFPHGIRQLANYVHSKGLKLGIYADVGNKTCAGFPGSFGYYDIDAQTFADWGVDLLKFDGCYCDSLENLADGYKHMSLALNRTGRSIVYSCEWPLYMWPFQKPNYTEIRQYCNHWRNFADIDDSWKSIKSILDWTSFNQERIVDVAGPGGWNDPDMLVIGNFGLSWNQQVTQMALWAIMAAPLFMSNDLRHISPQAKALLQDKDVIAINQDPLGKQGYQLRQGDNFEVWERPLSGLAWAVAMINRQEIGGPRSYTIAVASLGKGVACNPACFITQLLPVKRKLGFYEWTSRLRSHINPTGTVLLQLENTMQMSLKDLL
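Human spleen homogenate (1 ug) as enzyme source, 4-methylumbelliferyl-alpha-D-galactopyranoside 1 mM final, citrate/phosphate pH 5.0 with 0.01% Tween-20. Compounds 40 min at 37C, NaOH/glycine stop; fluorescence Ex 365/Em 440, Hill-fit AC50.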
KinaseGlo FLuc – blocks Kinase-Glo luciferase, a counter-screen artifact. Kinase-Glo luciferase, ATP luminescence, 8 min. Potency, µM (doses to about 38.3 µM), for the others: at the top dose activity change, negative = inhibition, hits mostly inhibitors. Q27757. hit rate 0.28% among 200,000; further: potency means the concentration at half of the fitted maximal effect; on the % scale 0 is the no-effect control and ±100 the full control effect; nearly all actives have a fitted effect of over 60% in size
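Compound is pinned into ATP-containing buffer (10 uM ATP, imidazole pH 7.2, 7 mM MgCl2). Kinase-Glo luciferase reagent is then added. Light output is recorded following an 8-min room-temperature incubation.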
* marks the source's active call; other numbers are inactive results; u = inconclusive; x = no result given; & = joins results of further samples; [ ] = dose if it differs, or a comment. Unless noted, the call rests on the fitted dose curve; in most records, active means well fitted curve in the direction sought with a large enough effect; inconclusive means small, poorly fitted or top-dose-only effect, or another doubt; inactive means no such curve, though single readings can be large; an effect the other way counts as inactive or inconclusive. An excerpt, so the mix of outcomes need not match the whole.

SMILES	IMPase Li inh	LMNA splice mod	CBFb-RUNX1 inh	Epigenetic derep	NPSR antag	aGal spleen mod	KinaseGlo FLuc
CCS(=O)(=O)N1CCCC(C(=O)NCC2CCCO2)C1 (stereo not given)	3.1%[38.3 µM]	-3.2%[0.0737 µM]	3.2%	-0.9%	1.1%[46.1 µM]	6.9%	2.0%
CC(=O)N/C(=N/c1nc(C)cc(C)n1)Nc1ccc(NC(C)=O)cc1	26.5%[38.3 µM]	0.3%	7.9%	-2.0%	-11.5%[46.1 µM]	u	-0.8%
CCC(O)CNC(=O)NC(=C(Cl)Cl)c1ccc(C)c(F)c1 (stereo not given)	5.1%	u	1.7%	0.0%	13.7%	1.5%	1.2%
Cc1cc(C(=O)N2CCc3ccccc32)c2ccccc2n1	-6.4%[38.3 µM]	u	8.9%	4.2%	u	6.7%	-5.1%
CCCOP(=O)(c1ccc(N(C)C)cc1)C(O)c1ccncc1 (stereo not given)	23.0%[38.3 µM]	5.9%	3.7%	-1.0%	1.5%[46.1 µM]	-9.0%	-1.5%
CCOC(=O)CSC1=N/C(=C\c2cccnc2)C(=O)N1c1ccc(OC)cc1	2.9%	-9.1%	-0.2%	-1.1%	8.9%	1.4%	-2.3%
CN(C)N=Nc1nc2c([nH]1)c(=O)n(C)c(=O)n2C	x	x	9.0%	-2.7%	9.6%	-3.8%	x
O=C(Nc1ccc(S(=O)(=O)Nc2ncccn2)cc1)C1COc2ccccc2O1 (stereo not given)	-2.9%	x	6.8%	-2.3%	-5.3%	3.7%	-0.6%
CCN1C(=O)N(S(=O)(=O)c2ccc(C)cc2)[C@@H](c2ccccc2)C(C(=O)OC)=C1C	15.5%	u	-10.6%[13.1 µM]	2.1%	-35.5%	-13.1%[17.5 µM]	-5.0%[7.66 µM]
CCCN1C(=O)C2(C(C(=O)c3ccc(C)o3)=C(O)C(=O)N2CCCOC)c2ccccc21 (stereo not given)	x	x	5.3%	0.1%	-18.9%	1.4%	x
CCOC(=O)C(C)N1C(=O)S/C(=C/c2ccc3c(c2)n(C)c(=O)n3C)C1=O (stereo not given)	-3.6%	x	-4.9%	7.4%	-6.2%	2.9%	2.4%
Cc1c(C(=O)NN2CCOCC2)oc2ccccc12	-13.1%	x	-1.7%	1.5%	6.8%	-4.2%	-0.9%
COc1cc(/C=N\NC(=O)CC(=O)NCCc2ccccc2)ccc1O	0.6%	6.0%[46 µM]	10.3%	-0.6%	-10.2%	6.0%	-5.5%
CCOCc1nc(N)[nH]c(=O)c1Cc1ccc(OC(C)C)cc1	0.1%	-7.2%	0.7%	-1.0%	-5.4%	1.8%	3.4%
COc1cc(C(=O)Nc2c(C)cc(C)cc2C)c(Br)c(OC)c1OC	0.6%	u	10.4%	-1.4%	-4.2%	3.4%	2.1%
Cn1ccc(O)c(C#N)c1=O	11.0%&7.6%	x	-6.6%[21.7 µM]	2.7%&1.5%	-21.2%	-3.0%&8.9%	-0.5%
Cc1ccn2c(c1)nc(=S)n2C(=O)c1ccccc1	-3.1%	u	-4.7%	-1.0%	-44.8%	-6.6%	u
O=C(CCCSc1nc2ccccc2[nH]1)N1CCN(c2ccc([N+](=O)[O-])cc2)CC1	48.9%[activator][38.3 µM]	u	3.7%	3.5%	-18.6%[46.1 µM]	0.0%	18.9%
Cc1cc(=O)c2c(O)cc(O)c(C)c2o1	16.8%	x	5.4%	-1.3%	x	-17.4%	-6.6%
COc1ccc(-c2csc(/C=C/c3ccc4c(c3)OCO4)n2)cc1OC	-3.2%	3.3%	-6.2%	2.6%	-12.3%[46.1 µM]	-9.7%	-2.2%
COc1ccc(C2C(=O)c3ccccc3C2=O)cc1OC	43.6%[activator]	x	3.5%	-1.2%	12.6µM*	4.1%	u
COc1ccc(NC(=O)C(=O)NCCO)cc1Cl	5.1%	-10.9%	6.0%	-0.9%	12.4%	-1.8%	-1.6%
O=C(Cc1ccc([N+](=O)[O-])cc1)NCc1ccncc1	5.8%	x	10.6%	-3.7%	-3.2%	2.4%	-1.9%
COc1ccc(OC)c(N=CC2=C(O)CC(C)(C)CC2=O)c1	18.4%[38.3 µM]	6.4%	1.4%	-1.0%	-17.3%[46.1 µM]	0.6%	-3.9%
Cc1ccc(CNC(=O)C(CCC(N)=O)NC(=O)OCc2ccccc2)cc1 (stereo not given)	-1.8%	-5.6%	0.3%	-6.4%	9.3%	-4.9%	0.7%
The listing continues:
SMILES	IMPase Li inh	LMNA splice mod	CBFb-RUNX1 inh	Epigenetic derep	NPSR antag	aGal spleen mod	KinaseGlo FLuc
O=C(c1ccc(S(=O)(=O)c2ccccc2Cl)c([N+](=O)[O-])c1)N1CCN(Cc2ccccc2)CC1	8.2%	u	u	-0.9%	-2.4%	-1.2%	-2.2%
O=C(O)CCN1C(=O)NC2(CCCC2)C1=O	-1.1%[38.3 µM]	0.8%	-2.3%	1.6%	1.8%[46.1 µM]	5.0%	-0.1%
CC(=O)N(C)Cc1ccc(C(=O)CCl)cc1	21.1%	x	9.5%	-0.1%	-1.1%	0.5%	1.5%
Cc1ccc(S(=O)(=O)C2(C(=O)NCc3ccccc3Cl)CC2)cc1	x	x	18.3%	1.1%	-10.0%	0.4%	x
CN(C(=O)CSc1nnc(-c2ccccc2)o1)c1c(N)n(Cc2ccccc2)c(=O)[nH]c1=O	3.7%	-21.6%[46 µM]	-8.4%	-2.6%	18.4%	-3.6%	0.8%
COC(=O)c1c(NC(=O)/C=C/C(=O)O)sc(Cc2ccccc2)c1C	1.7%	u	0.0%	-1.1%	-60.0%	1.1%	4.8%
O=C(NCc1ccc2c(c1)OCO2)C(=O)NC1CCCCC1	0.8%[38.3 µM]	-5.1%	4.8%	0.7%	15.4%[46.1 µM]	0.9%	-2.9%
Cc1csc(SCC(=O)Nc2ccc3c(c2)OCCO3)n1	7.7%	x	-6.1%	1.1%	-10.3%	4.6%	-0.3%
COc1ccc(-c2nnn(CC(=O)N(CC(=O)NC3CCCC3)c3ccccc3)n2)cc1OC	9.1%	8.0%[46 µM]	-2.5%	-1.1%	-16.8%	1.6%	-0.7%
c1ccc(COC(CN2CCCCCC2)CN2CCCCCC2)cc1	x	x	9.7%	-1.0%	2.2%	7.0%	x
N=C1C(c2nc3ccccc3s2)=C(O)CN1NC(=O)c1c[nH]c2ccccc12	-13.3%	u	5.3%	2.3%	-16.1%	3.5%	-0.1%
CC(=O)c1c(C)n([O-])c2ccc(C)cc2[n+]1=O	1.1%[38.3 µM]	-1.7%	0.6%	0.9%	-5.0%[46.1 µM]	-1.8%	-0.2%
Cc1cccc(NC(=S)NNC(=O)c2csc(C)c2)c1	-1.1%	-0.5%	-4.8%	-2.0%	6.5%	-5.7%	-1.9%
COc1cc(/C=C2\SC(=O)N(Cc3ccc(F)cc3)C2=O)cc([N+](=O)[O-])c1O	10.6%	u	-22.1%	-0.1%	-34.9%	3.0%	-0.8%
COc1cc(OC)c2c(c1C(CCN1CCOCC1)c1ccc(N(C)C)cc1)OC(=O)CC2c1ccc(N(C)C)cc1 (stereo not given)	x	x	x	1.1%	-19.6%	4.5%&-1.2%	x
CSc1ccccc1NC(=O)CN1c2ccccc2CC1C (stereo not given)	x	x	6.9%	-1.1%	-37.2%	-0.1%	x
O=C(CCC(=O)c1cccs1)OCc1nnc(-c2ccccc2)o1	27.2%[38.3 µM]	-6.5%	3.3%	2.0%	-13.0%[46.1 µM]	-1.4%	1.0%
CCc1ccc(C(=O)NNC(=O)CCN2CCN(Cc3ccccc3)CC2)cc1	3.8%	x	-5.7%	-4.5%	1.0%	-3.6%	6.1%
CCC1(c2ccccc2)NC(=S)N(c2cccc(C)c2C)N1 (stereo not given)	-1.5%	9.1%	-3.8%	2.3%	12.7%	-6.5%	1.3%
CC(C)CCn1c(SCCN2CCOCC2)nc2c1c(=O)[nH]c(=O)n2C	-4.7%[38.3 µM]	7.5%	2.8%	-0.7%	-3.7%[46.1 µM]	-14.5%	-1.5%
Cc1cccc(/C(N)=N/OC(=O)c2ccc(F)cc2)c1	2.6%	-3.1%	-3.7%	-2.6%	3.5%	-13.3%	11.2µM*
CC1CCN(C(=S)Nc2cccc(S(=O)(=O)N(C)C)c2)CC1	10.0%	-7.7%[46 µM]	-0.2%	3.7%	-0.8%	3.8%	4.2%
O=C(O)c1ccccc1NS(=O)(=O)c1cccc2cccnc12	5.9%[38.3 µM]	-0.2%	-0.3%	-1.0%	-3.0%[46.1 µM]	1.5%	3.5%
NC1C(O)OC(CO)[C@@H](O)[C@@H]1O[C@H]1O[C@@H](C(=O)O)C(O)C(O)C1O (stereo not given in full)	-2.1%	-8.4%	x	1.3%	x	-12.5%	1.8%

Taken from the listing, 8 compounds:
SMILES	IMPase Li inh	LMNA splice mod	CBFb-RUNX1 inh	Epigenetic derep	NPSR antag	aGal spleen mod	KinaseGlo FLuc
O=C(O)CCN1C(=O)NC2(CCCC2)C1=O	-1.1%[38.3 µM]	0.8%	-2.3%	1.6%	1.8%[46.1 µM]	5.0%	-0.1%
CC(=O)N(C)Cc1ccc(C(=O)CCl)cc1	21.1%	x	9.5%	-0.1%	-1.1%	0.5%	1.5%
Cc1ccc(S(=O)(=O)C2(C(=O)NCc3ccccc3Cl)CC2)cc1	x	x	18.3%	1.1%	-10.0%	0.4%	x
CN(C(=O)CSc1nnc(-c2ccccc2)o1)c1c(N)n(Cc2ccccc2)c(=O)[nH]c1=O	3.7%	-21.6%[46 µM]	-8.4%	-2.6%	18.4%	-3.6%	0.8%
COC(=O)c1c(NC(=O)/C=C/C(=O)O)sc(Cc2ccccc2)c1C	1.7%	u	0.0%	-1.1%	-60.0%	1.1%	4.8%
O=C(NCc1ccc2c(c1)OCO2)C(=O)NC1CCCCC1	0.8%[38.3 µM]	-5.1%	4.8%	0.7%	15.4%[46.1 µM]	0.9%	-2.9%
Cc1csc(SCC(=O)Nc2ccc3c(c2)OCCO3)n1	7.7%	x	-6.1%	1.1%	-10.3%	4.6%	-0.3%
COc1ccc(-c2nnn(CC(=O)N(CC(=O)NC3CCCC3)c3ccccc3)n2)cc1OC	9.1%	8.0%[46 µM]	-2.5%	-1.1%	-16.8%	1.6%	-0.7%
